# ABCG2 inh = inhibitors of human ABCG2 transporter, ABCB1 counter-screen; actives 0.1% (n = 190,000); inhibition, % at 6.6 µM; AID 1325; IgMXP3 cells, JC-1 efflux, flow cytometry; Q9UNQ0;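 active means inhibition above 80%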;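 further: 0% = DMSO and 100% = nicardipine control wells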
#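 Test system: IgMXP3 (ABCG2) plus far-red-tagged CCRF-Adr (ABCB1) cells. Reagent: JC-1 dye as substrate. Timing: 10 min exposure at 25 °C with rotation, no wash. Measured by: flow cytometric JC-1 green MFI at 530 nm. Read-out: percent efflux inhibition, scaled nicardipine 100% to DMSO 0%. Control set: nicardipine and DMSO wells.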
# HRas wt GTP bind = changes GTP binding to wildtype human HRas | P01112 | GST-Ras wt beads, Bodipy-FL-GTP binding, flow cytometry; actives lie on both sides | GTP binding activity, % at 10 µM | actives 0.14% (n = 190,000) | AID 759;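 active means GTP binding activity at least 20% away from the 100% baseline, either lowered as inhibitor or raised as activator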;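 further: 0% = unlabeled GTP competition control and 100% = no-compound control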
# Target sequence (P01112 whole entry, looked up): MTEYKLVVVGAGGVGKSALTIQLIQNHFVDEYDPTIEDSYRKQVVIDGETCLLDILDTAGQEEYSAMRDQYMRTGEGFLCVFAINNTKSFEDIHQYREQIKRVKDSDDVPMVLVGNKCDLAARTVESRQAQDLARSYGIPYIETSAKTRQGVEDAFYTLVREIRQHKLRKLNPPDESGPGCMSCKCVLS
# Rac1 act GTP bind = alters GTP binding to activated mutant human Rac1. actives 0.11% (n = 190,000). GST-Rac1 activated beads, fluorescent GTP binding, flow cytometry; actives lie on both sides; 100% means binding = to untreated wells. percent activity (GTP binding), % at 10 µM;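 active means GTP binding at least 20 percentage points away from the 100% baseline, in either direction, so actives lie on both sides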
# Cdc42 wt GTP = changes GTP binding to wildtype human Cdc42; P60953; GST-Cdc42 beads, Bodipy-GTP binding, flow cytometry; actives lie on both sides; percent activity (GTP binding), % at 10 µM; actives 0.2% (n = 190,000); AID 761;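 active means percent activity GTP binding at least 20 points away from the 100% baseline, either down as inhibitor or up as activator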;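 further: median bead fluorescence of bound Bodipy-FL-GTP at 100 nM; 0% = excess unlabeled GTP control and 100% = no compound control; below 100% means less GTP binding so inhibitor and above means activator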
# Target sequence (P60953 whole entry, looked up): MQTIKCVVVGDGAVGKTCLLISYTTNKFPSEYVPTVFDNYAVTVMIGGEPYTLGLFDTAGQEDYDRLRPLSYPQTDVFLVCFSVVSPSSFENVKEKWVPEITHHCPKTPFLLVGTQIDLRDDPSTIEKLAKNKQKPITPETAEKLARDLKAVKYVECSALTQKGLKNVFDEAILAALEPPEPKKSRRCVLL
# Pf gamet viab = P. falciparum stage V gametocyte viability inhibition. P. falciparum stage V gametocytes, ATP luminescence, 24 h. inhibition, % at 10.9 µM. actives 0.065% (n = 150,000). AID 743093;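 active means inhibition above the mean plus 3 SD of compounds within the control limits, set per campaign, cut at about 38% in these data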;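 further: 0% = DMSO wells and 100% = medium only without gametocytes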
# Rac1 wt GTP bind = modulators of human Rac1 wildtype GTP binding; GST-Rac1 beads, fluorescent GTP binding, flow cytometry; actives lie on both sides; 0 = cold GTP competed, 100 = untreated; actives 0.27% (n = 190,000); AID 757; P63000; GTP binding activity (% of control), % at 10 µM;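 active means GTP binding activity at least 20 points away from the 100% control level, either lower or higher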
# ABCB1 inh = blocks JC-1 efflux by human ABCB1 transporter; P08183; CCRF-Adr cells, flow cytometry; inhibition, % at 6.6 µM; actives 0.067% (n = 190,000); in the data active means inhibition above about 40%;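 further: 0% = vehicle and 100% = reference inhibitor; higher value means more JC-1 retained so stronger ABCB1 efflux block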
# Rab2A wt mod = changes GTP binding to wildtype dog Rab2A, up or down; P61105; GST-Rab2 wt beads, Bodipy-GTP binding, flow cytometry; GTP binding activity, % at 10 µM; actives 0.19% (n = 190,000); AID 760;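 active means GTP binding activity at least 20 points away from 100%, either lowered or raised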;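 further: 0% = beads with excess unlabeled GTP and 100% = no-compound control corrected for plate trend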
# Avidin fluor = avidin bead compound fluorescence profile; Avidin beads, compound fluorescence 488/530 nm, flow cytometry; active compounds read high; fluorescence (KMESF) at 10 µM; actives 0.38% (n = 220,000); in the data active means fluorescence above about 47; further: inactives centre near 10
# Mcl1 Noxa PPI = Mcl-1/Noxa interaction inhibition; Q07820; TR-FRET Mcl-1/Noxa peptide binding, 2 h; inhibition, % at 21.7 µM; actives 1.5% (n = 220,000); AID 1022;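 active means compounds that cut the protein-peptide binding signal by more than 50% relative to plate controls in a single-dose test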;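 further: His-tagged Mcl-1 with rhodamine Noxa BH3 peptide and terbium anti-His antibody; 0% = Mcl-1 plus Noxa peptide wells and 100% = peptide-only wells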
# Target sequence (Q07820 whole entry, looked up): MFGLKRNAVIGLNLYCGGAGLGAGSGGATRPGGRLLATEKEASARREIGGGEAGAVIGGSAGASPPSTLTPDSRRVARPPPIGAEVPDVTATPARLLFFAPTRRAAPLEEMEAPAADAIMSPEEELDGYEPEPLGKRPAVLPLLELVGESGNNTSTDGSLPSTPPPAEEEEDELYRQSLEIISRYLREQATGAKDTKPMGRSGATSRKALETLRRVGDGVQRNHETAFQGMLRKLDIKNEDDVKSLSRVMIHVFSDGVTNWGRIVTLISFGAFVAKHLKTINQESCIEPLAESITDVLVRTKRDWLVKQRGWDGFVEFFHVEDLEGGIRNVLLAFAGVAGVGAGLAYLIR
# Rab7 wt GTP bind = modulators of GTP binding to dog Rab7 wildtype GTPase. GST-Rab7 beads, fluorescent GTP binding, flow cytometry; actives lie on both sides; untreated = 100%, excess cold GTP = 0%. GTP binding activity (percent of control), % at 10 µM. actives 0.055% (n = 190,000). AID 758;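 active means fluorescent GTP binding to Rab7 beads changed by at least 20 points from the 100% baseline, either direction, mostly lower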;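 further: median green fluorescence of bound Bodipy-FL-GTP per Rab7 bead population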
# * = called active by the depositor; / = no result given; & = joins results of further samples.
item	Structure	ABCG2 inh	HRas wt GTP bind	Rac1 act GTP bind	Cdc42 wt GTP	Pf gamet viab	Rac1 wt GTP bind	ABCB1 inh	Rab2A wt mod	Avidin fluor	Mcl1 Noxa PPI	Rab7 wt GTP bind
1	O=C(NC1CCCC1)c1ccc([N+](=O)[O-])s1	8	99	96	94	2	96	0.1	98	4	-2	108
2	COC(=O)Cc1ccc(NC(=S)Nc2ccc(N3CCOCC3)cc2)cc1	16	95	95	95	-30	98	2.9	97	9	3	105
3	COc1ccccc1NS(=O)(=O)c1ccc(C)c(C(N)=O)c1	-1	101	100	102	/	103	-0.1	100	10	-12	98
4	COCCn1nnnc1CN(CCCN1CCOCC1)Cc1cc2c(C)ccc(C)c2[nH]c1=O	2	98	101	102	/	105	0.3	98	6	0	97
5	O=c1ccc(-c2ccccc2)n[nH]1	-1	100	96	102	2	100	-0.1	98	9	2	97
6	CCNC(=S)NN=C1c2ccccc2-c2ccccc21	0	95	94	95	14	95	-0.3	98	11	-1	98
7	CC1Cc2ccccc2N1C(=O)CCN1C(=O)C2C3C=CC(C3)C2C1=O (stereo not given)	3	108	103	107	/	104	0.9	107	8	2	104
8	CCCNS(=O)(=O)c1ccc(CCC(=O)NCC2CCCO2)cc1 (stereo not given)	5	100	100	101	1	104	-0.5	101	30	-10	99
9	O=C(/C=C/c1ccccc1[N+](=O)[O-])NCc1ccc(Cl)cc1	1	101	96	97	-14	101	0.2	100	11	10	104
10	COc1ccc(S(=O)(=O)N(CC(=O)Nc2cccnc2)c2ccccc2OC)cc1	2	105	101	102	/	105	0.7	104	7	11	102
11	O=C1C2C3C=CC(CC3)C2C(=O)N1/N=C/c1ccc(O)cc1 (stereo not given)	2	99	93	97	3	95	0.4	96	14	21	96
12	CC(=O)Nc1ccc(S(=O)(=O)N2CCN(C(=O)CCC3CCCC3)CC2)cc1	0	99	98	103	/	104	0.0	99	24	19	100
13	Cc1ccc(-c2noc(C3CCCN(S(=O)(=O)c4ccc(S(=O)(=O)N(C)C)cc4)C3)n2)o1 (stereo not given)	11	99	97	98	-26	103	3.8	102	13	-6	100
14	COc1ccc(/C=C2\OC(=O)c3c(OC)cccc32)cc1OC	8	96	96	95	/	97	1.4	96	15	29	100
15	Clc1ccc2c(c1)C(c1cccs1)=NNC(c1cccnc1)=N2	1	92	90	93	-15	91	0.2	92	34	24	92
16	CC(C(=O)O)N1C(=O)CSc2ncccc21 (stereo not given)	3	104	101	104	/	104	0.5	99	31	-1	99
17	CCOc1ccc(-c2nc(-c3cccnc3)no2)cc1OCC	7	97	99	100	-12	98	0.8	95	8	12	95
18	OC(Cn1cncn1)c1ccc(Cl)cc1Cl (stereo not given)	1	93	95	94	5	93	0.4	94	20	-3	94
19	COc1cc(NC(=O)C2CC(=O)NC3=C2C(=O)CC(C)(C)C3)c(OC)cc1Cl (stereo not given)	3	106	100	102	-2	102	0.8	106	19	1	106
20	COc1ccc2nc(NC(=O)CSc3ccccc3)sc2c1	-3	100	97	95	10	106	-2.5	97	6	14	101
21	Cc1c(C(=O)NNc2cc(=O)n(C)c(=O)n2C)cccc1[N+](=O)[O-]	2	97	96	96	/	99	1.5	98	6	4	99
22	Cc1nonc1C1CCCN1Cc1nc(-c2ccccc2Cl)oc1C (stereo not given)	6	100	97	98	-39	98	2.6	103	4	16	105
23	Cc1nc2ccccc2n1-c1ccccc1	3	104	100	102	/	103	0.7	103	11	5	106
24	O=C(Nc1nnc(SCC(=O)N2CCCCC2)s1)C1CCCCC1	32	100	100	104	/	106	0.3	98	28	5	96
25	O=C(CN1C(=O)CCC1=O)Nc1ccc(S(=O)(=O)N2CCOCC2)cc1	0	103	97	99	27	98	-0.1	99	26	24	99
26	CN(C)c1ccc(/C=N/NC(=O)C(O)c2ccc(Br)cc2)cc1 (stereo not given)	3	99	98	99	17	103	0.7	99	11	44	103
27	O=C1C=C(c2ccccc2)OC(=O)C1C(=O)c1ccccc1 (stereo not given)	9	103	100	101	4	115	0.9	98	3&5	16&5	105
28	O=C(c1ccc(-c2cccc(Cl)c2Cl)o1)N1CCOCC1	35	92	94	92	14	91	2.0	89	9	0	92
29	O=S1(=O)C=C(Oc2ccc3ccccc3c2)c2ccccc21	4	101	97	99	/	97	0.8	98	19	13	97
30	COCCn1c(SCC(=O)c2ccc(CNC(C)=O)o2)nc2ccccc2c1=O	4	104	100	104	/	98	1.2	103	9	22	103

# Single records, as listed above:
# `Cc1c(C(=O)NNc2cc(=O)n(C)c(=O)n2C)cccc1[N+](=O)[O-]` is entered as ABCG2 inh: 2; HRas wt GTP bind: 97; Rac1 act GTP bind: 96; Cdc42 wt GTP: 96; Pf gamet viab: /; Rac1 wt GTP bind: 99; ABCB1 inh: 1.5; Rab2A wt mod: 98; Avidin fluor: 6; Mcl1 Noxa PPI: 4; Rab7 wt GTP bind: 99
# `CC(=O)Nc1ccc(S(=O)(=O)N2CCN(C(=O)CCC3CCCC3)CC2)cc1` is entered as ABCG2 inh: 0; HRas wt GTP bind: 99; Rac1 act GTP bind: 98; Cdc42 wt GTP: 103; Pf gamet viab: /; Rac1 wt GTP bind: 104; ABCB1 inh: 0.0; Rab2A wt mod: 99; Avidin fluor: 24; Mcl1 Noxa PPI: 19; Rab7 wt GTP bind: 100

# The results go on.
item	Structure	ABCG2 inh	HRas wt GTP bind	Rac1 act GTP bind	Cdc42 wt GTP	Pf gamet viab	Rac1 wt GTP bind	ABCB1 inh	Rab2A wt mod	Avidin fluor	Mcl1 Noxa PPI	Rab7 wt GTP bind
31	O=c1cc(NS(=O)(=O)c2ccccc2)nc(SCc2c(Cl)cccc2Cl)[nH]1	38	100	99	95	15	103	1.4	100	14	28	99
32	Cc1ccc(N2CC(C(=O)Nc3ccc(S(=O)(=O)N4CCCC4)cc3)CC2=O)cc1 (stereo not given)	9	103	99	103	/	100	1.0	105	21	20	106
33	CCOc1ccccc1NC(=O)C12CC3CC(C1)CC(c1ccc(C)cc1)(C3)C2	5	103	100	105	-20	101	1.0	102	11	6	98
34	O=C(COc1ccc(-c2ccccc2)cc1)N1CCN(C(=O)c2cccs2)CC1	29	98	96	95	-9	99	-0.1	99	9	6	97
35	CC(=O)C(Cc1ccc(Cl)nc1)(Cc1ccc(Cl)nc1)C(C)=O	14	97	94	95	0	96	0.8	98	12	8	105
36	C/C=C(\C)C(=O)NCCN1C2=NC[C@H](Cc3ccccc3)N2C[C@H]1Cc1ccc(O)cc1	2	97	97	97	/	97	1.2	98	0	17	97
37	O=C(Nc1ccc(Cl)cn1)C1CC1	5	105	97	99	14	103	0.8	101	9	10	108
38	CCOC(=O)N1CCN(Cc2nc(N)nc(Nc3ccc(Oc4ccccc4)cc3)n2)CC1	0	102	98	101	-9	110	0.4	98	14	-9	99
39	COc1cc2c(C(=O)NCc3ccc4c(c3)OCO4)cn(CC(C)C)c(=O)c2cc1OC	16	98	98	99	-4	99	1.6	96	13	3	95
40	CC(C)n1c(Nc2ccccc2)nc2ccccc21	2	96	96	97	6	97	0.8	97	25	-15	96
41	CCOc1ccc(-n2nnc3c(=O)n(C/C=C/c4ccccc4)cnc32)cc1	2	99	98	98	/	104	0.5	99	7	-4	100
42	Cc1ccc(-n2c(C)cc(C(=O)OCC(=O)N(CC(C)C)C3CCS(=O)(=O)C3)c2C)cc1 (stereo not given)	0	96	94	97	/	96	0.2	95	20	3	95
43	COc1ccc(CSc2nc(CSC)cc(N3CCOCC3)n2)cc1	2	98	94	96	17	97	0.5	94	35	7	98
44	CCOc1ccc(Cn2c(SCCCCC#N)nc3c2c(=O)n(C)c(=O)n3C)cc1OCC	5	99	97	97	/	100	4.2	98	22	-8	100
45	COC(=O)c1ccc(CN2CCN(CCc3ccccc3)C(CCO)C2)cc1 (stereo not given)	0	97	97	94	10	101	0.3	96	10	7	98
46	COC(=O)COc1ccc(S(=O)(=O)N2CCN(c3ccccc3F)CC2)cc1	0	99	97	100	-6	98	-0.1	99	6	-12	98
47	CCOC(=O)c1nnn(-c2nonc2N)c1-c1ccccc1Cl	1	100	97	99	/	104	-0.2	102	24	24	104
48	CSc1nc(N(CCO)CCO)c2sc3nc(-c4ccco4)c4c(c3c2n1)CCC4	1	92	95	89	17	93	0.2	89	5	107*	91
49	Cc1cccc(C(=O)N2CCC(c3nc(-c4ccc(S(=O)(=O)N5CCOCC5)cc4)no3)CC2)c1	-1	96	95	97	/	97	-0.2	99	5	/	92
50	CN1CC2([N+](=O)[O-])CC=C(Oc3ccccc3)C([N+](=O)[O-])(C1)C2 (stereo not given)	2	102	102	102	/	104	0.4	103	8	-4	106
51	CCOC(=O)c1cnc(-n2nc(C)cc2C)nc1-n1nc(C)cc1C	7	101	100	102	/	101	1.1	100	35	20	99
52	Cc1ccccc1NC(=O)CSc1nc2c(c(-c3ccco3)c1C#N)CCCC2	0	98	97	100	/	100	0.3	97	7	-39	94
53	COc1ccc(C(CC(=O)O)NC(=O)COc2ccccc2OC)cc1OC (stereo not given)	2	102	97	103	17	99	0.5	101	9	-1	101
54	COc1ccc2[nH]c(=O)c(CN(Cc3ccccc3OC)Cc3nnnn3CC3CCCO3)cc2c1 (stereo not given)	4	101	98	100	/	100	0.6	96	40	11	97
55	Cc1ccc(OCC(=O)NN2C(=O)c3ccccc3C2=O)cc1	8	96	93	97	/	98	0.4	98	8	6	108
56	O=C(NC1CCCC1)C(c1ccccn1)N(C(=O)c1csnn1)C1CCCC1 (stereo not given)	3	100	99	101	15	106	0.6	99	7	25	98
57	Nc1c(C(=O)NCc2ccco2)nnn1CC(=O)Nc1ccc2c(c1)OCO2	0	95	96	95	5	95	0.2	96	11	7	90
58	O=C(NC1CCCC1)c1cc(S(=O)(=O)N2CCOCC2)c(Cl)cc1Cl	-4	97	96	93	6	93	-0.3	97	10	-2	101
59	CCN1CCCC1CNC(=O)c1ccc2c(=O)n(CCOC)c(=O)[nH]c2c1 (stereo not given)	1	96	93	97	/	95	0.3	96	38	12	94
60	Cc1ccc(S(=O)(=O)N(C)c2c(C)ccc(S(=O)(=O)NC(C)(C)C)c2C)cc1	11	97	95	91	-8	96	1.0	99	9	0	102
61	c1ccc(-c2nc3ccccc3nc2-c2ccccn2)nc1	0	94	100	98	/	107	0.1	91	15	-8	99
62	Cc1cc(C(=O)OCC(=O)c2c(N)n(C)c(=O)n(C)c2=O)c(C)n1-c1ccccc1	4	97	96	97	13	96	0.3	93	5	13	99
63	Nc1ccccc1S(=O)(=O)c1ccccc1N	2	100	98	103	13	101	0.6	98	8	15	96
64	COc1cccc(OC)c1C(=O)OCC(=O)NC(=O)NCc1ccccc1	16	97	94	100	-2	97	-0.6	99	15	0	102
65	O=C(NCCN1CCN(c2ccccc2)CC1)C1CCCN(S(=O)(=O)c2cnc[nH]2)C1 (stereo not given)	4	104	100	107	/	108	0.6	106	6	-9	103

# Source: PubChem BioAssay
